TRPC6 inhibitor = blocks the mouse TRPC6 cation channel; Q61143; HEK293-TRPC6, membrane potential dye, ACh-evoked depolarization; stronger effect = lower value; B-score at 10 µM; actives 1.1% (n = 310,000);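 active = B-score under library mean minus 3 SD, initial fluorescence not abnormally high, positive integrated signal ratio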;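 note: B-score derived from integrated fluorescence ratio over the kinetic read; more negative B-score means stronger inhibition of depolarization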
TRPC6 act = mouse TRPC6 channel activation; HEK293-TRPC6 membrane potential dye fluorescence; stronger effect = higher value; B-score at 10 µM; actives 0.13% (n = 310,000); AID 2550;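 active = B-score of the integrated fluorescence ratio above library mean plus 3 SD, and starting fluorescence ratio within library mean plus 5 SD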;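 note: higher score means more depolarization so channel activation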
TRPC4 block = inhibitors of mouse TRPC4 channel. actives 0.39% (n = 300,000). HEK293 TRPC4beta/mu-opioid, DAMGO-evoked Fluo4 calcium flux; stronger effect = lower value. B-score at 10 µM. AID 2247. Q9QUQ5;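 active = B-score over 3 SD under the library average, no early fluorescence shift, positive overall ratio signal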
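Assay system – HEK293 line stably carrying TRPC4beta and mu-opioid receptor · Doses – single dose · Detection – Fluo4 calcium-dye fluorescence, kinetic read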
SKKanGAS inh = blocks kanamycin growth of S. pyogenes SKKanGAS strain; BacTiter-Glo, 6 h; inhibition, % at 7.5 µM; actives 1.3% (n = 300,000); AID 1662;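 active = mean replicate score, as percent of positive control median, at least 50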;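 note: strain carries kanamycin resistance gene driven by streptokinase promoter and grows in 40 µg/ml kanamycin; loss of luminescence reflects streptokinase promoter inhibition or plain growth inhibition; 0% = median of DMSO wells and 100% = positive control at its reference dose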
HIF activator = HIF pathway transcriptional activation. U2OS HRE-luciferase reporter, luminescence; normalized: DMSO 0%, desferrioxamine 100%. actives 0.32% (n = 300,000). activation, % at 7.5 µM (by protocol);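 active = mean activation of at least 10% of the iron chelator positive control signal, with at least half of replicates also reaching 10%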
MrgX1 agonist = human MrgX1 receptor agonism, primary screen; Q96LB2; MrgX1-HEK293 cells, Fluo-4 calcium fluorescence, agonist mode; stronger effect = higher value; B-score at 10 µM; actives 0.44% (n = 310,000); AID 588627;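 active = calcium response B-score plate-corrected fluorescence ratio at least 3 library SD, with starting fluorescence B-score inside 5 SD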
Target sequence (Q96LB2 whole entry, looked up): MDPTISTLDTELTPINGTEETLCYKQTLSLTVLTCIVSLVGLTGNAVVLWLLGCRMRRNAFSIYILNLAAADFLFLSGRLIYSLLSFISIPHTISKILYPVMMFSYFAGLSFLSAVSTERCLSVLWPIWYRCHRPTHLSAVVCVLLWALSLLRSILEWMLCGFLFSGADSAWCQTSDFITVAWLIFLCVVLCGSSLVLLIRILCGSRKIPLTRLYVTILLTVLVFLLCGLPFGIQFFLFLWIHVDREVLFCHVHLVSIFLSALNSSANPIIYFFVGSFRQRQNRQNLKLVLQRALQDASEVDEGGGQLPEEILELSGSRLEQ
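Test system: HEK293 cells stably expressing human MrgX1 receptor; amount: 15,000 cells per well; doses: compound delivered in addition one of three; times: overnight plating before 1 h dye loading; detection: Fluo-4 NW calcium-flux fluorescence, kinetic read; read-out basis: B-scored fluorescence response ratio; controls: positive and negative controls per plate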
Platelet DG rel = platelet dense granule release activity. human platelet-rich plasma, SFLLRN dense granule ATP release, luminescence. inhibition, %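 (compounds screened at 7.5 µM in platelet-rich plasma)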. actives 0.22% (n = 300,000);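 active = mean replicate score, as percent of positive control, at or above 50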
RGS4 inh = human RGS4 inhibition | P49798 | HEK293 M3R/RGS4 inducible, Fluo-4 calcium flux; stronger effect = higher value; triggered by carbachol at its EC20 | B-score at 10 µM | actives 0.45% (n = 310,000) | AID 463165;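 active = B-score, a plate-corrected calcium signal, over three deviations above library mean, with baseline fluorescence within five deviations of library mean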;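 note: RGS4 expression induced by doxycycline in cells with stable M3 receptor; B-score is computed from the integrated fluorescence ratio over baseline after carbachol; higher B-score means a larger calcium signal and so more RGS4 inhibition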
Target sequence (P49798 whole entry, looked up): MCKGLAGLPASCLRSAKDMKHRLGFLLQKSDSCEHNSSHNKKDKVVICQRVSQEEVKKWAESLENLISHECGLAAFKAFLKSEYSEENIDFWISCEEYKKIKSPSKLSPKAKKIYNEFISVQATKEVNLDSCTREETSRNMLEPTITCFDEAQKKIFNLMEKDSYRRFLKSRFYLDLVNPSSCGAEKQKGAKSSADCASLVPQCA
RGS4 pot = RGS4 potentiation or activation; actives 0.92% (n = 310,000); HEK293 M3R/inducible RGS4, carbachol calcium flux Fluo4; stronger effect = lower value; B-score at 10 µM;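 active = B-score of the integrated calcium signal more than 4 SD below the library mean, with starting fluorescence not abnormally high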;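 note: negative B-score means reduced calcium response which marks RGS4 activation or potentiation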
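Assay system: HEK293 FlpIn-TREx cells, stable M3R, doxycycline-inducible RGS4 / Probe or stimulus: carbachol, ECmax concentration / Times: overnight RGS4 induction, 30 min dye load 37 °C, 20 min compound RT / Signal: kinetic calcium fluorescence imaging with Fluo4-AM dye, 2 µM / Measure: Agonist-evoked peak-minus-minimum fluorescence over baseline, integrated ratio, B score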
MrgX1 PAM = human MrgX1 positive allosteric modulation, primary screen; B-score at 10 µM; MrgX1-HEK293, Fluo-4 calcium flux, FDSS; stronger effect = higher value; actives 0.63% (n = 310,000);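 active = plate-corrected calcium response at least 3 library SD above typical, normal starting fluorescence, not activating the receptor alone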;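 note: compound read alongside a low EC10 to EC30 dose of BAM8-22 agonist; peak minus trough fluorescence over baseline measured at the second addition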
MrgX1 antag = human MrgX1 receptor antagonism, primary screen | Q96LB2 | MRGX1-HEK293 calcium flux, Fluo-4, BAM8-22 antagonism; stronger effect = lower value | B-score at 10 µM | actives 1.3% (n = 310,000);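 active = calcium-response B-score plate-corrected more than 3 library SD below zero, starting fluorescence within 5 deviations, no agonist response on first addition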;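 note: peak minus trough fluorescence over baseline after final BAM8-22 challenge near maximal dose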
Active calls of the source: *; i = inactive. Random draw from the library; 6.1% or so of the library scored in one or more.

SMILES	TRPC6 inhibitor	TRPC6 act	TRPC4 block	SKKanGAS inh	HIF activator	MrgX1 agonist	Platelet DG rel	RGS4 inh	RGS4 pot	MrgX1 PAM	MrgX1 antag
O=C(C1=C[C@@H](c2ccc(C(F)(F)F)cc2)C[C@@H](OCc2ccc(CO)cc2)O1)N1CCN(Cc2ccc3c(c2)OCO3)CC1	i	i	i	10.6	-0.2	i	8.1	i	i	i	i
Cc1ccc(Cl)c(NC(=O)COC(=O)c2ccccc2C(=O)c2ccc(Cl)c([N+](=O)[O-])c2)c1Cl	i	i	i	4.1	-6.4	i	6.0	i	i	i	i
Cc1cc(C)c(C(=O)CSC2=NC(N)=C(C#N)C3(CCCCC3)C2C(N)=O)cc1C (configuration not stated)	i	i	i	-6.0	0.0	i	6.4	i	i	i	i
CCN(CC)CCCN(Cc1cc2cc3c(cc2[nH]c1=O)OCO3)C(=S)Nc1ccc(OC)cc1	i	i	i	2.2	-0.3	i	-0.5	i	i	i	i
O=C1CCNc2cc3ccccc3cc21	i	i	i	-5.6	-1.3	i	-11.8	i	i	i	i
Cc1cnc2c(C(=O)O)cnn2c1	i	i	i	-2.3	-0.1	i	0.4	i	i	i	i
Cc1noc(C)c1C(=O)OCC(=O)c1cc(C)n(Cc2ccccc2Cl)c1C	i	i	i	1.6	2.5	i	-0.2	i	i	i	i
Cc1cc(C)c(S(=O)(=O)NCCOc2ccccc2)c(C)c1-n1cnnn1	i	i	i	1.8	0.0	i	12.1	i	i	i	i
Cc1ccc(NC(=S)NN2CCN(C)CC2)c(C)c1	i	i	i	-0.7	-0.8	i	0.7	i	i	i	i
C=CCc1ccc(OCCOc2ccc(/C=N/n3cnnc3)cc2OCC)c(OC)c1	i	i	i	5.1	1.5	i	-1.9	i	i	i	i
COc1ccc(/C=N/n2c(C)cc(C)cc2=O)cc1	i	i	i	-5.0	-0.1	i	2.7	i	i	i	i
CCOC(=O)C1=C(C)N(CCCC(=O)O)C(=O)NC1C(CC)CC (configuration not stated)	i	i	i	1.6	-0.1	i	-0.9	i	i	i	i
COc1cc(-c2nnc(SCC(=O)NC3CCS(=O)(=O)C3)o2)cc(OC)c1OC (configuration not stated)	i	i	i	5.3	-0.4	i	-0.2	i	i	i	i
CC(C)C[C@H](NC(=O)[C@@H]1Cc2ccccc2CN1C(=O)OC(C)(C)C)C(=O)NCC1CCC(C(=O)O)CC1 (some centres not stated)	i	i	i	-3.1	-0.2	i	1.2	i	i	i	i
Cc1cc(NC(=O)CSc2ccc3nnc(-c4cccs4)n3n2)no1	-5.3*	i	i	-5.5	-0.3	i	36.7	i	i	i	i
O=C1CCCN1CN(C(=O)c1ccc2c(c1)OCO2)c1ccc(F)cc1	i	i	i	-3.5	0.3	i	-2.3	i	i	i	i
O=C1c2ccccc2C(=O)N1CCc1nn[nH]n1	i	i	i	-13.5	-0.6	i	-5.2	i	i	i	i
CC(C)NC(=O)CC1C(=O)N(Cc2ccccc2)C(C)c2nc3ccccc3n21 (configuration not stated)	i	i	i	6.0	0.1	i	-2.6	i	i	i	i
CN(C)CCCNc1c2c(nc3cc(-c4cccc(F)c4)nn13)CCC2	-7.27*	i	i	2.8	0.5	i	5.2	i	i	i	i
COc1ccccc1N(CC(=O)NCC1CCCO1)C(=O)Cn1nnc(-c2cccs2)n1 (configuration not stated)	i	i	i	2.3	-1.0	i	3.4	i	i	i	i
O=C1C2CC=C(Cl)CC2C(=O)N1CCC[n+]1ccccc1 (configuration not stated)	i	i	i	1.6	-0.1	i	-0.2	i	i	i	i
COC(=O)c1c(C)oc(C)c1S(=O)(=O)N1CCCC1	i	i	i	-3.6	-0.2	i	0.6	i	i	i	i
CCc1noc(C)c1C(=O)NNC(=O)c1ccccc1F	i	i	i	-0.9	0.6	i	5.0	i	i	i	i
COc1ccc(C2CC(c3ccc(Cl)cc3Cl)n3nc(N)nc3N2)cc1 (configuration not stated)	i	i	i	6.4	-0.1	i	-6.5	i	i	i	i
Cc1ccc2nsnc2c1S(=O)(=O)N1CCCC1	i	i	i	-0.2	-0.3	i	2.7	i	i	i	i
CCOC(=O)N1CCN(C(=O)/C(=C/c2ccc(F)cc2)NC(=O)c2ccccc2)CC1	i	i	i	-1.3	0.1	i	-16.2	i	i	i	i
COC1CCN(Cc2cn(Cc3ccccc3)nc2-c2cc3ccccc3o2)CC1	i	i	i	-11.5	0.5	i	14.6	i	i	i	i
C=CCn1c(SCc2c(C)noc2C)nnc1C1COc2ccccc2O1 (configuration not stated)	i	i	i	5.7	-1.0	i	-3.5	i	i	i	i
CCC(C)Sc1ccc([C@@H]2[C@@H]3C(=O)N(C)C(=O)[C@@H]3[C@]3(C(=O)OC)CCCCN23)cc1OC (some centres not stated)	i	i	i	-1.6	-0.3	i	0.3	i	i	i	i
O=C(O)C1Cc2ccccc2CN1C(=O)c1ccco1 (configuration not stated)	i	i	i	-2.8	-30.2	i	-8.4	i	i	i	i
CCOc1ccc(Cn2c(=O)sc3ccccc32)cc1	i	i	i	-1.0	0.0	i	12.6	i	i	i	i
Cc1c(NC(=O)C2(C)CCCCC2)c(=O)n(-c2ccccc2)n1C	i	i	i	-1.0	0.0	i	-10.8	i	i	i	i
Cc1cc(=O)oc2cc(NC(=O)C(C)Oc3ccccc3)ccc12 (configuration not stated)	i	i	i	-2.5	-24.6	i	-4.2	i	i	i	i
CCOc1ccc(-c2nnc(-c3ccncc3)o2)cc1	i	i	i	0.7	-0.7	i	2.2	i	i	i	i
CCOC(=O)c1c(N)ssc1=S	i	i	i	2.0	0.1	i	-0.8	i	i	i	i
COc1cccc2cc(-c3csc(NC(=O)CCC(=O)NCCCN4CCC(C)CC4)n3)c(=O)oc12	i	i	i	9.2	-2.1	i	18.6	i	i	i	i
Cc1ccc(NS(=O)(=O)c2ccc(C(=O)NCC(c3ccco3)N3CCCCC3)cc2)cc1 (configuration not stated)	i	i	i	-5.1	-0.3	i	-14.1	i	i	i	i
O=C(c1cc([N+](=O)[O-])ccc1Cl)N1CCN(c2ccccc2)CC1	i	i	i	4.1	-0.1	i	6.8	i	i	i	i
COc1ccccc1C(=O)NC(=S)Nc1cc(C(=O)O)ccc1C	i	i	i	10.5	0.0	i	-3.0	i	i	i	i
CN(C)CCSc1nc(N)c2c3c(sc2n1)COC(C)(C)C3	i	i	i	3.8	-0.1	i	1.7	i	i	i	i

3 structures out of the list, sorted by SMILES length, largest number first:
SMILES	TRPC6 inhibitor	TRPC6 act	TRPC4 block	SKKanGAS inh	HIF activator	MrgX1 agonist	Platelet DG rel	RGS4 inh	RGS4 pot	MrgX1 PAM	MrgX1 antag
Cc1ccc(NS(=O)(=O)c2ccc(C(=O)NCC(c3ccco3)N3CCCCC3)cc2)cc1 (configuration not stated)	i	i	i	-5.1	-0.3	i	-14.1	i	i	i	i
O=C(c1cc([N+](=O)[O-])ccc1Cl)N1CCN(c2ccccc2)CC1	i	i	i	4.1	-0.1	i	6.8	i	i	i	i
Cc1cc(=O)oc2cc(NC(=O)C(C)Oc3ccccc3)ccc12 (configuration not stated)	i	i	i	-2.5	-24.6	i	-4.2	i	i	i	i

Next part.
SMILES	TRPC6 inhibitor	TRPC6 act	TRPC4 block	SKKanGAS inh	HIF activator	MrgX1 agonist	Platelet DG rel	RGS4 inh	RGS4 pot	MrgX1 PAM	MrgX1 antag
O=[N+]([O-])c1ccc(NC(=S)N2CCN(c3ccccn3)CC2)cc1	i	i	i	9.6	-1.9	i	-3.7	i	i	i	i
COc1ccc(-c2sccc2C(C)C(=O)O)cc1 (configuration not stated)	i	i	i	0.1	-0.4	i	4.4	i	i	i	i
Cc1cccc(C(=O)N/N=C2\CS(=O)(=O)N(C)c3ccsc32)c1	i	i	i	29.7	0.4	i	0.0	i	i	i	i
CCCC(=O)Nc1cc(OC)c(C(=O)OC)cc1Cl	i	i	i	-8.2	-0.2	i	1.7	i	i	i	i
O=C(Nc1ccc(S(=O)(=O)Nc2ncccn2)cc1)c1ccccc1Br	i	i	i	2.1	1.1	i	1.5	i	i	i	i
O=C(NC1CCCCC1)c1cc(-c2ccco2)on1	i	i	i	-0.2	2.3	i	0.3	i	i	i	i
Cc1ccc(-n2c(C)nnc2SCC(=O)N2CCOCC2)cc1	i	i	i	10.2	-0.7	i	11.2	i	i	i	i
Fc1cccc(C2NN=C(c3ccccc3)S2)c1 (configuration not stated)	i	i	i	-0.1	0.0	i	17.1	i	i	i	i
CC(C)c1c(O)nc(SCCC(=O)O)[nH]c1=O	i	i	i	-4.0	1.0	i	6.6	i	i	i	i
O=C(O)CCC(=O)N1N=C(c2ccccc2)CC1c1ccc(Br)cc1 (configuration not stated)	i	i	i	23.5	0.5	i	1.1	i	i	i	i
Cc1csc(CN(C)C(=O)C2CCC(=O)N(CCN(C)C)C2)n1 (configuration not stated)	i	i	i	-11.3	-0.2	i	-7.8	i	i	i	i
Cc1ccc2cccc(OCC(=O)N3CC(C)CC(C)C3)c2n1 (configuration not stated)	i	i	i	5.3	0.6	i	-3.2	i	i	i	i
Cn1c(Nc2cccc(Cl)c2)nc2ccccc21	i	i	i	10.3	3.0	i	-3.3	i	i	i	i
Cn1ncc(Cl)c1C(=O)NC(=S)Nc1sc2c(c1C#N)CCCCC2	i	i	i	39.9	1.5	i	-7.5	i	i	i	i
CCOC(=O)/C(C#N)=C\c1cc(C)n(-c2ccccc2)c1C	i	i	i	-8.6	-0.1	i	8.8	i	i	i	i
COCCn1c(SCc2ccc(Cl)cc2)nc2c1c(=O)[nH]c(=O)n2C	i	i	i	-3.6	-0.2	i	2.0	i	i	i	i
Cc1csc(NC(=O)c2ccc(C)c([N+](=O)[O-])c2)n1	i	i	i	-0.8	0.5	i	2.3	i	i	i	i
Cc1ccc(NS(=O)(=O)c2c(C)noc2C)cc1	i	i	i	-1.9	-3.7	i	-2.9	i	i	i	i
O=C1CSC(c2ccccn2)N1c1ccc(F)cc1F (configuration not stated)	i	i	i	-2.8	-0.6	i	-4.1	i	i	i	i
O=C(c1ccc(Cl)c(S(=O)(=O)N2CCCCC2)c1)N1CCN(c2ccccc2)CC1	i	i	i	9.7	-0.1	i	0.0	i	i	i	i
Cc1nc(SCCCSc2n[nH]c(C)n2)n[nH]1	i	i	i	-16.0	0.1	i	-3.0	i	i	i	i
